Rev-erbA mod: modulators of human Rev-erb alpha DNA binding. P20393. Rev-erbα–FITC-DNA binding, fluorescence polarization, 90 min. activity, % at 10 µM. 370,000 tested, 0.79% active. AID 1259318;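 active means activity above about 14%, limit read from the data; passing the limit was not always enough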;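 further: 0% = DMSO wells with 35 nM protein and 100% = DMSO wells with 750 nM protein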
MBD2 DNA inh: inhibitors of human MBD2 binding to methylated oligonucleotide; Q9UBB5; TR-FRET; inhibition, % at 4.4 µM; 370,000 tested, 0.31% active; in the data active means inhibition above about 13%
Target sequence (Q9UBB5 whole entry, looked up): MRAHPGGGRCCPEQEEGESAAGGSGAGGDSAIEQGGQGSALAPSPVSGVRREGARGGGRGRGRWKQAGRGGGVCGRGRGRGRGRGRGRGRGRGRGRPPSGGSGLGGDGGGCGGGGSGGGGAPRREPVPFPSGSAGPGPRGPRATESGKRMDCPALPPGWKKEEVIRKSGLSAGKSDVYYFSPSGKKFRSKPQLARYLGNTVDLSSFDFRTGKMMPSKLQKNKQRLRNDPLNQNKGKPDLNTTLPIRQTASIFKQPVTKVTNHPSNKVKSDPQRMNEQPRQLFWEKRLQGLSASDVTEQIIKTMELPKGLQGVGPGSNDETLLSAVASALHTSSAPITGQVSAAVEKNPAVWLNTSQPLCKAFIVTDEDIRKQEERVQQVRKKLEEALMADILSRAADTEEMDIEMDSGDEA
mABHD4 FP: inhibits mouse alpha/beta hydrolase domain 4; AID 720543; Q8VD66; inhibition, % at 8.92 µM; 370,000 tested, 0.54% active; purified mABHD4, FP-Rh probe fluorescence polarization;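 active means inhibition exceeding the mean over every tested compound plus 3 SD, cut at about 30% in these data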;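 further: 0% = plate median of compound wells and 100% = S159A mutant with DMSO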
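Assay system: mABHD4 protein; medium: HEPES pH 7.0, NaCl, Pluronic buffer; dosing: 8.92 µM, single dose; schedule: 45 min + 60 min at 25 °C; signal: FP readout, ex 525 nm / em 598 nm; read-out: normalized percent inhibition of probe labeling; repeats: single replicate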
HTRA1 inhibitor: blocks human HTRA1 serine peptidase | Q92743 | recombinant HTRA1, FP-rhodamine activity-based probe, fluorescence polarization | inhibition, % at 5.96 µM | 340,000 tested, 0.5% active; in the data active means inhibition above about 36%;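 further: 0% = enzyme with DMSO and 100% = wells lacking enzyme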
Target sequence (Q92743 whole entry, looked up): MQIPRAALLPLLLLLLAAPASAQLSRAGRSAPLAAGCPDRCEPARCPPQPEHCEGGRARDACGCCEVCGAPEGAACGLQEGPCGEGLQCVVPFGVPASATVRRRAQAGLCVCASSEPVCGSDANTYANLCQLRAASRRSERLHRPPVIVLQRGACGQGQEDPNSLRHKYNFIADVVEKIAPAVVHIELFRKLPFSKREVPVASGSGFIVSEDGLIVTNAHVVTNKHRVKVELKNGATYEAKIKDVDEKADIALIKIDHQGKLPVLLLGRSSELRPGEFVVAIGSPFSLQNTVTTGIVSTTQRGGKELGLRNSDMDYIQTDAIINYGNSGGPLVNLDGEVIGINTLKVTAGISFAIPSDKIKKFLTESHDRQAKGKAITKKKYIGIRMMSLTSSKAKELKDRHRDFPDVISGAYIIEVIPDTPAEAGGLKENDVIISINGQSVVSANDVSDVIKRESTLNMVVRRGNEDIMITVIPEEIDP
TCR-CD3 inh: inhibitors of human TCR-CD3 interaction. AID 651800. 360,000 tested, 0.37% active. inhibition, % at 9.4 µM. TAMRA-labeled TCR probe fluorescence, biochemical; in the data active means inhibition above about 19%;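 further: recombinant mutant TCR 2C K166C tagged with TAMRA read by polarization; 0% = receptor in buffer alone and 100% = receptor with positive control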
rCAG RNA binder: molecules binding r(CAG) RNA repeats; r(CAG) RNA repeat, TO-PRO-1 dye displacement fluorescence; inhibition, % at 3 µM; 370,000 tested, 1.3% active; AID 651821;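 active means inhibition above the plate cutoff, the mean of all test compounds on that plate plus 3 SD, cut at about 35% in these data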;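 further: 0% = DMSO alone and 100% = 100 µM mitoxantrone as full dye displacement; higher means more dye released from RNA so lower well fluorescence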
PRMT1 FP inh: blocks human protein arginine methyltransferase 1. recombinant PRMT1, activity-based probe fluorescence polarization. inhibition, % at 2.79 µM. 370,000 tested, 1.3% active;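 active means inhibition above about 21% made by adding two undisclosed values, limit read from the data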
UHRF1 MBD2 ctr: UHRF1 methyl-DNA binding inhibition; Q96T88; inhibition, % at 4.4 µM; UHRF1 binding to methylated oligo, TR-FRET; 370,000 tested, 0.75% active; in the data active means inhibition above about 21%;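 further: UHRF1 SRA domain binding a hemimethylated CpG hairpin DNA probe; 0% = median of test compound wells and 100% = reference inhibitor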
PG9 binder: binds the HIV-1 gp120 antibody PG9. TR-FRET gp120-PG9 antibody binding. 360,000 tested, 0.43% active. inhibition, % at 6.7 µM; in the data active means inhibition above about 8.5%
LEDGF integ inh: blocks HIV-1 LEDGF/p75-dependent DNA integration. inhibition, % at 3.7 µM. AID 743269. TR-FRET IN-LEDGF/p75 DNA integration, Eu/Cy5. 370,000 tested, 0.64% active;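 active means inhibition above the screen-wide mean plus 3 SD, cut at about 13% in these data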;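 further: signal is the Cy5 over europium emission ratio at 671 and 618 nm; 0% = plate median of compound wells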
* = called active by the depositor; nt = not tested or not shown; & = joins results of further samples. An excerpt; the hit share may differ from the screen's.

SMILES	Rev-erbA mod	MBD2 DNA inh	mABHD4 FP	HTRA1 inhibitor	TCR-CD3 inh	rCAG RNA binder	PRMT1 FP inh	UHRF1 MBD2 ctr	PG9 binder	LEDGF integ inh
Clc1ccc2c(N/N=C/c3cccc(Br)c3)ccnc2c1	-9	-2	32*	-12	4	14	-2	0	-0.5	1
CN1C[C@@H]2[C@@H]3C(=O)N(Cc4ccccc4)C(=O)[C@@H]3[C@](Cc3ccccc3)(C1=O)N2C(=O)c1ccc(C(C)(C)C)cc1	2	2	1	-20	-2	-1	-3	-2	-1.0	-1
COCCNC(=S)N/N=C(\C)c1cccc(OC)c1	-2	-4	0	2	-4	0	-4	-3	0.1	2
O=C(NCc1ccc(Cl)cc1)C1CCN(c2cnccn2)CC1	-3	5	3	6	0	-4	2	1	-1.2	1
Cc1ccccc1NC(=O)N1CCN(C/C=C/c2ccccc2)CC1	2	8	-7	4	-4	-5	3	4	1.6	0
CN1CCN(c2ccc(CNC(=O)c3ccc(-c4cnn(C)c4)c4ccoc34)cc2)CC1	-1	10	-10	nt	-11	1	8	6	0.1	0
CCOC(=O)c1cc(C)n(-c2ccc(OC)c(OC)c2)c1C	2	-1	8	-8	-2	-12	3	1	-2.1	1
O=C(NC1CCCCCC1)c1cc(S(=O)(=O)N2CCOCC2)ccc1N1CCCCC1	-3	-7	-3	-4	-10	-5	-5	6	-1.6	1
C=C(C)c1sc(-c2ccc(Cl)cc2)nc1C	3	2	-3	-11	0	2	-1	-1	-0.5	-1
CCn1ccnc1C(O)c1cccc(OC)c1OC (stereo not drawn)	-7	-5	-6	5	0	1	-5	-2	4.7	0
Cc1cc(NC(=O)CSc2nnnn2Cc2ccccc2)no1	-9	0	5	-1	-2	-3	-1	0	-0.7	2
COc1ccc(S(=O)(=O)N(C)C[C@@H]2OCCCC[C@@H](C)Oc3ccc(NS(=O)(=O)c4cccs4)cc3C(=O)N([C@H](C)CO)C[C@@H]2C)cc1	2	-2	7	-25	3	13	2	0	0.7	-3
Oc1c(I)cc(I)c2cccnc12	-17&-4	-5	33*	72*	6	17	6	-11	0.5	0
Nc1ccccc1SCC(=O)Nc1ccc(N2CCOCC2)cc1	-5	-4	3	1	2	1	-2	-5	-3.2	18*
COc1cccc(CN2CCN(C(=O)c3cc(-c4ccccn4)nc4ccc(Cl)cc34)CC2)c1	-3	0	8	-3	3	3	4	-1	-1.1	1
O=C(Nc1ccc(Oc2ccccc2)cc1)C1CCN(c2ncccn2)CC1	4	7	-2	2	-3	0	8	7	1.7	3
CC1(c2ccccc2)NC(=O)N(CC(=O)NCc2ccc3c(c2)OCO3)C1=O (stereo not drawn)	0	-9	2	-2	7	-1	-1	1	0.0	-8
N#C/C(C(=S)Nc1ccccc1)=C1/NN=C(N2CCOCC2)N1c1ccccc1	1	2	2	5	11	10	1	-3	-1.8	-2
CC1(C)Cc2c(sc(NC(=O)C(=O)NCCCN3CCOCC3)c2C(N)=O)CO1	-4	-2	-3	0	-4	-4	-3	2	1.0	-3
CCCN(c1ccc(C(=O)OC)cc1)S(=O)(=O)c1ccccc1	-2	-2	8	5	-1	1	0	3	0.6	-1
O=C(C[C@@H]1CC[C@@H]2[C@H](COC[C@H](O)CN2S(=O)(=O)c2ccccc2)O1)Nc1ccccc1	0	5	1	nt	1	0	1	2	0.1	-2
CC(C)(CO)CNC(=O)c1ccc2nc(Cc3cccc(Cl)c3)oc2c1	-1	-2	-6	-11	-5	-3	0	1	-1.7	0
COc1ccc(NC(=O)c2ccco2)cc1NC(=O)c1ccccc1F	5	-2	0	2	-2	1	-1	-1	-0.2	-1
CCOC(=O)N1CCC(NC(=O)C2CCCN2C(=O)OCc2ccccc2)CC1 (stereo not drawn)	-1	-9	-1	0	4	-4	-2	-5	0.1	1
CCCCn1c(N)c(N(C)C(=O)C2CC(=O)N(Cc3ccco3)C2)c(=O)[nH]c1=O (stereo not drawn)	1	2	-2	0	-5	1	-6	4	1.1	5
CNc1nc(-c2c[nH]c3ccccc23)cs1	4	-2	15	25	-31	21	0	-2	-3.8	-2
CCC1(c2ccc(OC)cc2)NC(=O)N(CC(=O)NC2CCCCC2C)C1=O (stereo not drawn)	-5	5	6	0	-2	-1	0	0	1.4	-3
Cc1cc(C)c2c(N)c3ccccc3nc2n1	1	20*	-8	3	6	8	-1	22*	0.2	0
CCCCc1oc2ccccc2c1C(=O)c1cc(I)c(OCCN(CC)CC)c(I)c1	0&8	-5	10	-22	0	4	2	0	-1.9	-1
COc1ccc(CCn2nnnc2C(C(C)C)N2CCN(c3ncccn3)CC2)cc1OC (stereo not drawn)	0	-3	0	-2	-1	-7	-1	0	0.0	2

Pulled by structure from the entries so far, three records:
SMILES	Rev-erbA mod	MBD2 DNA inh	mABHD4 FP	HTRA1 inhibitor	TCR-CD3 inh	rCAG RNA binder	PRMT1 FP inh	UHRF1 MBD2 ctr	PG9 binder	LEDGF integ inh
CC1(C)Cc2c(sc(NC(=O)C(=O)NCCCN3CCOCC3)c2C(N)=O)CO1	-4	-2	-3	0	-4	-4	-3	2	1.0	-3
CCOC(=O)N1CCC(NC(=O)C2CCCN2C(=O)OCc2ccccc2)CC1 (stereo not drawn)	-1	-9	-1	0	4	-4	-2	-5	0.1	1
CCCCc1oc2ccccc2c1C(=O)c1cc(I)c(OCCN(CC)CC)c(I)c1	0&8	-5	10	-22	0	4	2	0	-1.9	-1

(further entries)
SMILES	Rev-erbA mod	MBD2 DNA inh	mABHD4 FP	HTRA1 inhibitor	TCR-CD3 inh	rCAG RNA binder	PRMT1 FP inh	UHRF1 MBD2 ctr	PG9 binder	LEDGF integ inh
O=C(COc1cccc2ccccc12)N1CCN(c2ccccn2)CC1	1	1	-5	-10	-5	-6	2	4	-0.1	-4
O=C(CN1CCN(S(=O)(=O)c2ccc(Cl)cc2)CC1)Nc1ccc2c(c1)OCCO2	-4	2	-3	6	-7	-6	0	-1	-0.2	0
COCCCNC(=S)N1CCN(S(=O)(=O)c2ccc(OC)cc2)CC1	2	2	-4	0	-3	-1	3	3	-3.6	5
NC(=O)C1=CN([C@@H]2O[C@H](COP(=O)(O)OP(=O)(O)OC[C@H]3O[C@@H](n4cnc5c(N)ncnc54)[C@H](O)[C@@H]3O)[C@@H](O)[C@H]2O)C=CC1	-1	0	15	nt	nt	2	4	-2	nt	-6
COc1ccc(C(=O)OCC(=O)Nc2nnc(-c3ccccc3)o2)cc1	1	-3	4	4	-6	13	4	-1	1.3	-2
O=c1cc(CO)oc(CN2CCN(c3ccccc3F)CC2)c1O	-3	3	1	8	-1	-4	-2	-2	0.2	4
COc1ccc(C)cc1Nc1nnc(C)c(=O)[nH]1	-3	3	1	-6	2	4	0	0	0.6	-2
COc1cc(OC)cc(C(=O)N2CCC(N3CCCCCC3)CC2)c1	-1	-7	7	-1	5	2	-1	-2	-2.2	5
CCN(CC(=O)Nc1ccc2c(c1)OCCO2)CC(=O)Nc1cc(C)on1	4	5	2	9	5	-7	-4	1	-0.9	-2
Cc1cc(-c2ccccc2)nc(N/N=C/c2ccc(O)cc2)n1	5	1	0	-4	2	4	-3	-5	-2.5	7
CC(C)(C)c1ccc(C(=O)C2CC2)cc1	9	2	-8	-4	-14	1	1	2	0.5	-2
COC(=O)c1ccc2c(=O)n(NC(C)=O)c(=S)[nH]c2c1	0	1	5	-2	-2	-1	1	1	-0.1	-3
CCCN(CC1CC1)C(=O)COC(=O)c1oc2ccc(OCC)cc2c1C	-8	-1	-8	-21	0	3	-2	-3	0.1	0
C=CCN=c1scc(-c2ccco2)n1/N=C/c1ccc(O)c(O)c1O	-19	-5	49*	72*	21*	44*	29*	0	-1.6	43*
Nc1ccc(S(=O)(=O)c2ccc(N)nc2)cc1	1	-3	3	nt	-1	1	-2	2	0.5	0
O=C(NCCc1c[nH]c2ccccc12)C1CCN(c2nnc(N3CCCC3=O)s2)CC1	0	4	5	-2	-8	6	2	-1	1.8	-3
Cc1nc2c3cnn(-c4ccc(C)c(C)c4)c3ncn2n1	-5	-2	6	4	-3	5	2	-1	-1.2	-1
Cc1cccc(C(=O)Nc2nc3ncccn3c2-c2ccc(C(F)(F)F)cc2)c1	0	5	4	nt	nt	4	-2	0	nt	1
Cc1cc(C)c(OCC(O)CNC(C)(C)C)c(C)c1 (stereo not drawn)	-2	2	1	0	12	-3	-3	0	-1.0	0
Cc1ccc(NC(=O)c2cc(Cl)ccc2[N+](=O)[O-])cc1C	-1	2	-1	-4	5	0	0	-1	1.7	0
CN(C)c1ncc(S(=O)(=O)c2ccccc2)c(-c2ccccc2Cl)n1	1	-2	-9	-8	0	1	0	5	-1.9	0
CC(C)(C)OC(=O)N[C@@H](Cc1ccccc1)C(=O)NCC1CCC(C(=O)N[C@@H](CC(=O)O)C(=O)O)CC1 (stereo partly drawn)	0	3	6	-2	-5	4	1	1	-0.1	-3

One compound at a time, as listed above. Order of screens: Rev-erbA mod	MBD2 DNA inh	mABHD4 FP	HTRA1 inhibitor	TCR-CD3 inh	rCAG RNA binder	PRMT1 FP inh	UHRF1 MBD2 ctr	PG9 binder	LEDGF integ inh
Record of CCn1ccnc1C(O)c1cccc(OC)c1OC (stereo not drawn) : -7	-5	-6	5	0	1	-5	-2	4.7	0
Record of CC(C)(C)c1ccc(C(=O)C2CC2)cc1 : 9	2	-8	-4	-14	1	1	2	0.5	-2

Taken from above.
For PRMT1 FP inh, Nc1ccc(S(=O)(=O)c2ccc(N)nc2)cc1 has the entry -2
For PRMT1 FP inh, Cc1ccc(NC(=O)c2cc(Cl)ccc2[N+](=O)[O-])cc1C has the entry 0
For TCR-CD3 inh, C=CCN=c1scc(-c2ccco2)n1/N=C/c1ccc(O)c(O)c1O has the entry 21*
For Rev-erbA mod, COCCCNC(=S)N1CCN(S(=O)(=O)c2ccc(OC)cc2)CC1 has the entry 2
For UHRF1 MBD2 ctr, COc1cccc(CN2CCN(C(=O)c3cc(-c4ccccn4)nc4ccc(Cl)cc34)CC2)c1 has the entry -1
For MBD2 DNA inh, COc1ccc(S(=O)(=O)N(C)C[C@@H]2OCCCC[C@@H](C)Oc3ccc(NS(=O)(=O)c4cccs4)cc3C(=O)N([C@H](C)CO)C[C@@H]2C)cc1 has the entry -2
For rCAG RNA binder, CC(C)(C)c1ccc(C(=O)C2CC2)cc1 has the entry 1
